# INS promoter inh – TRM-6 insulin promoter activity inhibition | TRM-6 cells (human fetal islet line), insulin promoter-eGFP reporter, imaging; reporter expression induced with tamoxifen | inhibition, % at 2 µM | 0.9% of 130,000 active;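 active = inhibition above the mean plus 3 SD, with well images judged a real hit on visual review, cut at about 60% in these data, passing the limit was not always enough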
# SDO1 yeast rescue – sdo1-depleted yeast growth rescue. S. cerevisiae sdo1-depleted JHY4D growth rescue, OD600 30 h; hits give high values; pdr5 snq2 efflux-pump mutant strain. z-score at 10 µM. 0.21% of 140,000 active. AID 817;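 active = z-score above 3 at both the 24 hr and the 30 hr optical density reads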;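 also: z-score against mean and SD of all compound wells on the same plate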
# SDO1 yeast rescue Rescue 24 h – also measured in SDO1 yeast rescue; calls as there; z-score; S. cerevisiae sdo1-depleted JHY4D growth rescue, OD600; measured here: growth rescue at 24 h;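 0 is the plate mean of compound wells and units are plate SD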
# * hit, by the source's call; i = inactive; x = no result given.
structure,INS promoter inh,SDO1 yeast rescue,SDO1 yeast rescue Rescue 24 h
CCc1ccc(CNC(=O)C2CCN(S(=O)(=O)N3CCC4(CC3)OCCO4)CC2)cc1,50,x,x
CCOC(=O)N1CCC(N2CC34C=CC(O3)C(C(=O)Nc3ccc(OCC)cc3)C4C2=O)CC1 (stereo not given),x,-0.54,-0.84
COc1ccc(C(CC(=O)O)NC(=O)c2ccccc2)cc1OC (stereo not given),-7,0.13,-0.7
CCC(CC)C(=O)Nc1ccc(Nc2ccccc2)cc1,18,-1.3,-1.2
Cc1nc(-c2ccc(C(=O)N3CCCC3)cc2)cs1,-45,x,x
Cc1cc(C(=O)CSc2nc3ccccc3[nH]2)c(C)n1Cc1ccco1,-24,-1,-0.5
CCn1cc(/C=N/N=C2\CCC3C4CCc5cc(O)ccc5C4CC[C@]23C)c(C)n1 (stereo not given in full),-42,1.2,1.4
COCCN1Cc2cccc(C(=O)Nc3ccc(C)c(C)c3)c2C1=O,x,0.32,0.78
CCOC(=O)c1sc2nc(CC(=O)OC)nc(N3CCN(c4ccc(OC)cc4)CC3)c2c1C,17,-0.43,-0.59
O=C(CCC(=O)N(c1ccc(F)cc1)C(C(=O)NC1CCCC1)c1ccncc1)Nc1cccnc1 (stereo not given),-343,0.92,1.9
CCCn1c(CN2CCCCC2CC)nc2c1c(=O)n(C)c(=O)n2C (stereo not given),i,-0.6,-1.2
COc1ccc(C2=C(CC(=O)O)C(=O)CC2)cc1,x,0.56,0.12
CCCCCCSc1nnc(-c2cnn(-c3ccccc3)c2-n2cccc2)n1C,x,-0.98,-0.11
COc1ccccc1NS(=O)(=O)c1ccc(O)cc1,-8,-0.09,0.45
Cc1ccc(-c2nn3nnnc3c3ccccc23)cc1,x,-0.22,0.26
O=C(Nc1ccc(Oc2cccnc2)cc1)c1ccccc1Cl,x,-0.13,-0.51
CN1CCc2nc(SCC(=O)Nc3cccc(F)c3)c(C#N)c(-c3cccs3)c2C1,-20,-0.46,-0.63
O=C1N=C(N2CCCC2)S/C1=C\c1cccc(Br)c1,10,-1.8,-1.1
CCCn1c(Nc2ccccc2)nc2ccccc21,-10,0.52,0.57
COCCCNC(=O)CC(C)c1ccccc1 (stereo not given),50,0.74,-0.56
Cc1ccc(C2=NC3(CCCCC3)NC2=S)cc1,62*,0.1,0.33
Cc1cc(C)cc(NC(=O)COC(=O)CCCNC(=O)c2ccc(Cl)cc2)c1,x,-1.5,-1.5
COc1ccc(-c2ccc(Nc3ccc(S(=O)(=O)N4CCCC4)cc3)nn2)cc1OC,-34,-0.3,-0.91
CCc1ccc(NC(=O)CCS(=O)(=O)c2cccc3nsnc23)cc1,3,0.82,1.2
Cc1ccc(O/C=C2\OC(=O)c3ccccc32)cc1,81*,0.44,1.1
CCOC(=O)C(NS(=O)(=O)c1ccc(C)cc1)(C(F)(F)F)P(=O)(OCC(C)C)OCC(C)C (stereo not given),-48,0.51,1
CCc1nn(-c2ccccc2)c2c1-c1cc(OC)c(OC)cc1C1(N2)C(=O)Nc2ccccc21 (stereo not given),4,0.59,0.04
COc1ccc(Cn2nnc3c(=O)[nH]c(C4CCCN(C(=O)c5ccccc5)C4)nc32)cc1 (stereo not given),50,0.48,-0.39
CC(=O)NC(Cc1ccc(F)cc1)C(=O)O (stereo not given),-29,0.99,0.58
COc1cc(-c2nc3n(n2)C(c2ccc(F)cc2)C2=C(CCCC2=O)N3)cc(OC)c1OC (stereo not given),36,0.26,-0.2
N=c1occ(C(=O)c2cc(F)ccc2O)cc1C(=O)NC1CCCCC1,35,x,x
Nc1cc(=O)[nH]c(SCC(=O)Nc2ccc(Br)cc2)n1,-305,0.66,0.48
CCOC(=O)C1C(=O)CC(C)(O)C(C(=O)OCC)C1c1ccc2c(c1)OCO2 (stereo not given),-14,x,x
Cc1cc(C)c(S(=O)(=O)Cc2ccc(Cl)cc2)c(=O)[nH]1,0,x,x
Cc1ccc(C)c(N2CCN(Cc3nnnn3C3CCCCC3)CC2)c1,19,-1.2,-1.2
CCc1ccc(NC(=O)c2cc(-c3ccc(OC)cc3)on2)cc1,-11,-0.68,-0.78
O=C(COC(=O)c1n[nH]c2ccccc12)Nc1ccc(S(=O)(=O)N2CCCC2)cc1,-6,0,1
CC1CCc2c(sc3nc(CSc4ncn[nH]4)[nH]c(=O)c23)C1 (stereo not given),x,1.2,1.3
COc1ccc(C(=O)NC(=S)NNC(=O)c2cnccn2)cc1,33,-0.43,0.18
CC(=O)c1ccc(OCC(C)C)c(CC(C(N)=O)C(N)=O)c1,15,-0.17,-1.1
COC(=O)c1cc(C(=O)Nc2cc(C)ccn2)cc([N+](=O)[O-])c1,-118,2.1,1.2
Cc1ccccc1-c1nnn(CC(=O)Nc2cccc(S(N)(=O)=O)c2)n1,0,x,x
Cc1nn(C(C)C(=O)NCCCc2ccccc2)c(=O)c2cc3occc3n12 (stereo not given),-50,0.41,0.44
CCN(CC)c1ccc(N2C(=O)/C(=C/c3cccs3)SC2=S)cc1,21,-0.25,1.7
CCOC(=O)c1c(C)n(C)c2ccc(OC(=O)c3ccc(N4C(=O)CCC4=O)cc3)cc12,14,0.94,1
CCc1ccc(NC(=O)C2CC(=O)N=C(N)S2)cc1 (stereo not given),-100,0.61,0.36
N#CC1=C(N)C(C#N)(C#N)[C@H](c2ccncc2)[C@H]2CC3(CC=C12)OCCO3,-24,-0.6,-1.3
O=C(Cc1ccc(Cl)cc1)c1c[nH]c(C(=O)NCc2cccnc2)c1,-45,x,x
O=C1c2ccccc2C(Nc2ccc(Cl)cn2)N1c1ccccn1 (stereo not given),x,-1.9,-1.1
Cc1ccc(Cn2nc(C)c(NC(=O)CSc3nc4c(c(C(F)(F)F)n3)CCc3ccccc3-4)c2C)cc1,x,-0.12,0.78

# New compounds follow.
structure,INS promoter inh,SDO1 yeast rescue,SDO1 yeast rescue Rescue 24 h
O=C(COC(=O)c1cc([N+](=O)[O-])ccc1NCc1ccccc1)NCc1ccccc1Cl,x,-0.88,0.1
O=C(O)CCCn1cc(NC(=O)COc2cc(F)ccc2[N+](=O)[O-])cn1,7,x,x
CC(=O)Nc1ccc(S(=O)(=O)NNC(=O)c2sc(=S)n(C)c2C)cc1,x,1.1,1.2
Cc1cc(C)nc(SCC(=O)Nc2ccc(S(=O)(=O)Nc3onc(C)c3C)cc2)n1,x,-0.35,-0.98
Cc1cccn2c(=O)c3cc(C(=O)NCc4cccnc4)c(=N)n(C(C)C)c3nc12,-379,0.09,-0.46
COC(=O)c1c(NC(=O)CC2SC(N)=NC2=O)sc2c1CCCC2 (stereo not given),-42,0.52,0.03
O=C(O)c1cccc(Nc2nc(N3CCOCC3)nc(N3CCOCC3)n2)c1,-14,0.27,-0.27
CC(=O)c1c(C)[nH]c(C(=O)CSc2nc3ccccc3c(=O)n2CCCO)c1C,17,x,x
O=C1c2ccccc2-c2onc3ccc(NCc4ccco4)c1c23,-335,-1.2,-0.21
c1csc(C2Nc3cccc4cccc(c34)N2)c1,x,0.32,0.25

# A different layout for 4 compounds above:
Cc1cccn2c(=O)c3cc(C(=O)NCc4cccnc4)c(=N)n(C(C)C)c3nc12
  INS promoter inh: -379; SDO1 yeast rescue: 0.09; SDO1 yeast rescue Rescue 24 h: -0.46

O=C(O)CCCn1cc(NC(=O)COc2cc(F)ccc2[N+](=O)[O-])cn1
  INS promoter inh: 7; SDO1 yeast rescue: x; SDO1 yeast rescue Rescue 24 h: x

O=C(O)c1cccc(Nc2nc(N3CCOCC3)nc(N3CCOCC3)n2)c1
  INS promoter inh: -14; SDO1 yeast rescue: 0.27; SDO1 yeast rescue Rescue 24 h: -0.27

CC(=O)c1c(C)[nH]c(C(=O)CSc2nc3ccccc3c(=O)n2CCCO)c1C
  INS promoter inh: 17; SDO1 yeast rescue: x; SDO1 yeast rescue Rescue 24 h: x

# The main list resumes, repeating the 2 entries before the break.
structure,INS promoter inh,SDO1 yeast rescue,SDO1 yeast rescue Rescue 24 h
O=C1c2ccccc2-c2onc3ccc(NCc4ccco4)c1c23,-335,-1.2,-0.21
c1csc(C2Nc3cccc4cccc(c34)N2)c1,x,0.32,0.25
O=C(c1ccc(Cl)cc1)C1CCN(C(=O)NC2CCCCC2)CC1,-24,0.77,0.95
CN(Cc1nc2ccccc2n1C)S(C)(=O)=O,-23,1.3,1.4
Cc1c(CC(C)C)nc(N)c(C#N)c1-c1ccccc1,4,-0.72,-0.7
O=C(COc1ncnc2ccccc12)c1ccc2c(c1)OCCO2,7,-1.7,-1.9
Cc1c(-c2ccccc2)oc2c(C(=O)N3CCN(c4ccccc4F)CC3)cccc2c1=O,-56,-0.17,-0.6
Cn1c(=O)c2c(ncn2CC(=O)N/N=C/c2cn[nH]c2-c2ccc(F)cc2)n(C)c1=O,25,x,x
CCn1c(COc2ccc(C)cc2)nnc1SCC(=O)C(C)(C)C,14,-0.42,-0.13
Cc1ccc(S(=O)(=O)C(C#N)c2nc3ccccc3nc2N2CCCC2)cc1C (stereo not given),14,-0.98,0.03
O=C(CSc1ccccc1)Nc1cccnc1,23,0.64,1.2
COCCSc1nc2c(c(=O)[nH]c(=O)n2C)n1CCC(C)C,x,0.31,1.5
c1coc(-c2nnc(-c3cccs3)o2)c1,27,-0.28,-0.8
O=C(Nc1cccnc1)c1ccc(Cl)cc1[N+](=O)[O-],-175,x,x
C=CCn1c(SCC#N)nc2sc(CC)cc2c1=O,24,x,x
O=C(NC(c1ccccc1)c1ccccc1)C1CCCC1,x,-0.05,-0.24
Cc1csc(SCc2nnc(-c3ccc(Cl)cc3)o2)n1,1,-0.49,-0.84
O=C(COc1ccc(S(=O)(=O)NC2CCCCC2)cc1)NCc1cccnc1,16,1.2,2.6
Cc1ccc(S(=O)(=O)Nc2nc3ccccc3nc2Nc2cccc(S(=O)(=O)N3CCCC3)c2)cc1,-18,x,x
COCCn1c(N)c(Sc2ccc([N+](=O)[O-])cc2)c(=O)[nH]c1=O,6,x,x
Cc1cccc(C(=O)NNC(=O)C2CCCO2)c1 (stereo not given),17,1.6,1.6
COC(=O)c1sccc1NC(=O)c1ccc(Cl)s1,-38,-1,-0.29

# Sorted by molecular weight (largest number first): three of the compounds above.
structure,INS promoter inh,SDO1 yeast rescue,SDO1 yeast rescue Rescue 24 h
Cc1ccc(S(=O)(=O)C(C#N)c2nc3ccccc3nc2N2CCCC2)cc1C (stereo not given),14,-0.98,0.03
Cc1cc(C(=O)CSc2nc3ccccc3[nH]2)c(C)n1Cc1ccco1,-24,-1,-0.5
C=CCn1c(SCC#N)nc2sc(CC)cc2c1=O,24,x,x

# More compounds
structure,INS promoter inh,SDO1 yeast rescue,SDO1 yeast rescue Rescue 24 h
O=C(CSc1nnc(CNc2ccc(F)cc2)o1)N1CCN(C(=O)c2ccco2)CC1,x,0.43,0.95
Cc1c(C(=O)NC2CCCc3ccccc32)oc2ccc(S(=O)(=O)N3CCCC3)cc12 (stereo not given),14,0.32,1.4
CCn1c(=S)[nH]c2c(c1=O)C(C)(C)Cc1ccccc1-2,56,x,x
COc1ccc(CNC(=O)COC(=O)CCCOc2ccc(Cl)cc2Cl)cc1OC,-7,-0.53,-0.79
Cc1nc2ccc(S(=O)(=O)NC(C(=O)NCc3ccc4c(c3)OCO4)C(C)C)cc2s1 (stereo not given),x,0.5,1.7
CCCC1(C(=O)OC)NC(c2cccc(F)c2)C2C(=O)N(CC)C(=O)C21 (stereo not given),25,1,0.83
NC(N)=Nc1nc(C2COc3ccccc3O2)cs1 (stereo not given),35,-0.07,-0.09
C/C(=C/Cc1c(O)cc2oc(C)cc(=O)c2c1O)COC1OC(CO)C(O)C(O)C1O (stereo not given),-57,-0.2,-0.29
O=C(NC(=S)Nc1nc(-c2ccc(Cl)cc2)cs1)c1cccs1,-14,x,x
O=c1[nH]c(CN2CCCCC2)nc2c1C1(CCCCC1)Cc1ccccc1-2,-4,-1.8,-0.76
COc1ccc(CN2CCN(C(=O)c3ccco3)CC2)cc1OCc1ccccc1,x,-0.44,-0.85
O=Cc1cccn1-c1sc2c(c1C(=O)O)CCCC2,37,-0.42,-0.21
Cc1cccc(CC2CC(=O)N(c3ccccc3)C2=O)c1 (stereo not given),-108,2.2,1.4
CN(C)S(=O)(=O)N1CCC(c2ccc(F)cc2)C(COc2ccc3c(c2)OCO3)C1 (stereo not given),-121,-0.27,0.24
COc1cccc(-c2cc(=O)c3cc(NC(=O)c4ccccc4)ccc3[nH]2)c1,-100,0.23,1.1
CCC(C)n1c(=O)c(C(=O)Nc2ccccc2S(N)(=O)=O)c(O)c2ccccc21 (stereo not given),-7,-2.1,-1.6
CCc1nc2ccccc2n1CC(O)COc1ccc(NC(C)=O)cc1 (stereo not given),61,1.4,1.5
CCCOc1ccc(-c2c(=O)n(OCc3ccc([N+](=O)[O-])cc3)c3ccccc3[n+]2[O-])cc1,x,0.6,1.7
CC(CN1CCOCC1)OC(=O)c1cccc(Br)c1 (stereo not given),34,0.29,-0.34
CCN(CC)C(=O)c1ccccc1NS(=O)(=O)c1ccc(C)cc1,12,-0.15,-0.95

# High-throughput results: PubChem BioAssay, several laboratories

# Only part of the results is shown, so the mix of outcomes need not match the whole.
